Bioassay records from PubChem BioAssay.
ROC1-CUL1 inh: human ROC1-CUL1 E3 ligase inhibition | inhibition, % at 10 µM | in vitro K48 di-Ub FRET, acceptor:donor ratio, 45 min | 140,000 compounds, 0.6% hits | AID 1347404 | P62877+Q13616; in the data active = inhibition above about 25%
Target sequence (P62877 whole entry, looked up): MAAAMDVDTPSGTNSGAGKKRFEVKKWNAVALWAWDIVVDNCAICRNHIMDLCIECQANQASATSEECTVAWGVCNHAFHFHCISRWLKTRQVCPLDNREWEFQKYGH
Target sequence (Q13616 whole entry, looked up): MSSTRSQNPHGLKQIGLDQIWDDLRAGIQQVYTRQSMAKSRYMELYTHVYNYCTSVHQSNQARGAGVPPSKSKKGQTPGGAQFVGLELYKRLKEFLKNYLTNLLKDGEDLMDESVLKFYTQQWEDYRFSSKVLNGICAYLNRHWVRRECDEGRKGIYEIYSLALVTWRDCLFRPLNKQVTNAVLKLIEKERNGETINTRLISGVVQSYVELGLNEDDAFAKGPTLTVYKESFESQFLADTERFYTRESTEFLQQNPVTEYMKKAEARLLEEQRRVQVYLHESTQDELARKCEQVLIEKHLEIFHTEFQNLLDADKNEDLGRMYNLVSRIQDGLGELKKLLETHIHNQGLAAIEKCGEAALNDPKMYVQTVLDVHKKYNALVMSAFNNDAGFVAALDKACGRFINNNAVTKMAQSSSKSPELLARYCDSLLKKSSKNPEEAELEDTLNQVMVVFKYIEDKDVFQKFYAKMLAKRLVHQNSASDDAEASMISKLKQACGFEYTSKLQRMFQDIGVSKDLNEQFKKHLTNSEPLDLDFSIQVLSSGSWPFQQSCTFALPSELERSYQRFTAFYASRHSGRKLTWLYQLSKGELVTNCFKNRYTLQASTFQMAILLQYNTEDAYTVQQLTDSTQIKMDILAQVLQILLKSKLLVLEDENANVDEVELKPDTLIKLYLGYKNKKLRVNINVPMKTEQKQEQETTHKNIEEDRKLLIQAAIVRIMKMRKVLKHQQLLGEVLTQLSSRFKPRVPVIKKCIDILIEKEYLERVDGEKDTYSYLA
Active calls of the source: *. A portion of the library (hit frequency here may not be typical).

canonical_smiles | ROC1-CUL1 inh
COc1ccc(N2CCN(C(=O)COCc3cc(-c4ccc5c(c4)OCO5)on3)CC2)cc1 | -8.8
O=C(CNC(=O)c1ccccc1)N/N=C/c1ccc(Br)o1 | 1.0
COc1ccc2c(c1)c1c(c(=O)n(-c3cccc(C)c3)c(=O)n1CC(=O)NCCC1=CCCCC1)n2C | -3.6
O=C1N(Cc2ccccc2F)CCCC1(O)CNC1CCCCC1 (configuration not stated) | 2.8
CC(=O)CCC(=O)NC1CCCc2c1cnn2-c1cc(C)cc(C)c1 (configuration not stated) | 6.4
CCCn1c(C)cn2c3c(=O)n(CC)c(=O)n(C)c3nc12 | -5.0
Oc1ccc(/C=N/n2c(-c3ccccc3)n[nH]c2=S)cc1 | 0.2
CC(O)c1sc(Cl)c(Cl)c1Cl (configuration not stated) | 14.9
CCc1[nH]nc2c1C(c1ccncc1)C(C#N)C(=N)O2 (configuration not stated) | 4.5
COc1cccc(C(C2C(=O)C=C(C)N(Cc3ccco3)C2=O)N2CCC(C)CC2)c1 (configuration not stated) | 1.9
CCOC(=O)c1c(NC(=O)c2cc(-c3ccc(OC)c(OC)c3)on2)sc(C)c1C | -3.6
O=C1c2oc3ccc(F)cc3c(=O)c2C(c2cccc([N+](=O)[O-])c2)N1CCCN1CCOCC1 (configuration not stated) | -2.6
COc1cc(/C=c2/sc3nc4ccccc4n3c2=O)ccc1OCC(=O)N1CCCC1 | 2.4
O=C(CSC1=N/C(=C/c2ccco2)C(=O)N1c1ccccc1)Nc1nc(-c2ccc(Cl)cc2)cs1 | -7.5
Cc1ccc(NC(=O)c2ccc3c(=O)n4nc(Nc5ccccc5C)sc4nc3c2)cc1C | -3.3
O=S(=O)(NCC1CCN(S(=O)(=O)c2ccc(Cl)cc2)CC1)c1ccc(Cl)cc1 | -5.4
COc1ccc(-c2nc3scc(CCNS(=O)(=O)c4cccc(C(C)=O)c4)n3n2)cc1 | 7.9
Cc1nn(CCC(=O)Nc2cccc(C#N)c2)c(C)c1S(=O)(=O)N1CCCCC1 | -2.8
COCc1[nH]nc2c1C(c1ccccc1C(F)(F)F)C(C#N)C(=N)O2 (configuration not stated) | -10.0
Cc1cccc(N(CN2C(=O)C3C4C=CC(C5CC45)C3C2=O)C(=O)c2ccccc2)c1 (configuration not stated) | -1.9
C=CCN(CC=C)C(=O)C1CCCN(C2CCN(C(C)C)CC2)C1 (configuration not stated) | 4.3
CC(=O)N[C@@H]1c2ccccc2C2(CCN(C(=O)c3ccc4cc[nH]c4c3)CC2)[C@H]1OCc1ccccc1 | 5.0
CCCCSCCCNC(=O)c1cn(CC)c2ccc(S(=O)(=O)N3CCOCC3)cc2c1=O | -2.2
O=C(Nc1ccc(F)cc1)c1ncn(-c2ccccc2)n1 | 0.9
Cc1c(NS(C)(=O)=O)cccc1C(=O)Nc1cccc(F)c1 | -3.7
COc1cc(NC(=S)NNC(=O)CC(C)C)c(OC)cc1Cl | 13.9
COc1cc2c(cc1O)CCN(C)C2CCc1ccc2c(c1Br)OCO2 (configuration not stated) | -9.9
CC(C)(C)CN1CCCC2(CCN(C(=O)c3ccsc3)C2)C1=O (configuration not stated) | -4.8
Fc1cccc(-c2nnn3c2nc(NCc2ccc4c(c2)OCO4)c2ccccc23)c1 | 5.8
CC(C)Oc1ccc(Br)c(/C=c2\sc3nc4ccccc4n3c2=O)c1 | 8.2
Cc1cccc(N2CCN(C(=O)c3ccc4c(c3)N(Cc3cccc(Cl)c3)C(=O)c3ccccc3S4=O)CC2C)c1 (configuration not stated) | -2.3
CCOc1ccc(NC(=O)CSc2nc3sc4c(c3c(=O)n2-c2ccccc2)CCCC4)cc1 | 5.4
O=C(/C=C/c1ccccc1)Nc1nnc(CSCc2ccccc2F)s1 | -4.4
O=C(Nc1ccc(F)cc1)N1CCN(c2ccc3nnc(-c4ccc(F)cc4)n3n2)CC1 | -2.6
CC1=NN(C(=O)Cn2nc(C(F)F)cc2C(F)F)C(O)(C(F)(F)F)C1 (configuration not stated) | -4.6
CCN1CCN(c2nc(C)c3c(n2)CC(c2ccc(OC)c(OC)c2)CC3=O)CC1 (configuration not stated) | 3.1
COc1ccc(OCc2ccc(-c3nc(C#N)c(NCc4cccnc4)o3)o2)cc1 | 1.6
Cc1ccc(NC(=O)CN2C(=O)COc3ccc(S(=O)(=O)NC4CCCC4)cc32)cc1Cl | 8.3
C#CC(C)(CC)NC(=O)c1cc2c(n(-c3ccc(Cl)cc3)c1=O)CC(C)(C)CC2=O (configuration not stated) | 1.8
COc1cccc(C(=O)NC2=NC(c3ccccc3F)CC(=O)N2)c1 (configuration not stated) | 6.6

In a second layout: entries from further up
Compound: O=C(/C=C/c1ccccc1)Nc1nnc(CSCc2ccccc2F)s1
  ROC1-CUL1 inh: -4.4
Compound: O=C(Nc1ccc(F)cc1)N1CCN(c2ccc3nnc(-c4ccc(F)cc4)n3n2)CC1
  ROC1-CUL1 inh: -2.6
Compound: CC1=NN(C(=O)Cn2nc(C(F)F)cc2C(F)F)C(O)(C(F)(F)F)C1 (configuration not stated)
  ROC1-CUL1 inh: -4.6
Compound: CCN1CCN(c2nc(C)c3c(n2)CC(c2ccc(OC)c(OC)c2)CC3=O)CC1 (configuration not stated)
  ROC1-CUL1 inh: 3.1

The main list resumes, starting 4 compounds before the break.
canonical_smiles | ROC1-CUL1 inh
COc1ccc(OCc2ccc(-c3nc(C#N)c(NCc4cccnc4)o3)o2)cc1 | 1.6
Cc1ccc(NC(=O)CN2C(=O)COc3ccc(S(=O)(=O)NC4CCCC4)cc32)cc1Cl | 8.3
C#CC(C)(CC)NC(=O)c1cc2c(n(-c3ccc(Cl)cc3)c1=O)CC(C)(C)CC2=O (configuration not stated) | 1.8
COc1cccc(C(=O)NC2=NC(c3ccccc3F)CC(=O)N2)c1 (configuration not stated) | 6.6
COc1ccc(-c2onc(C)c2C)cc1S(=O)(=O)Nc1cc(Cl)ccc1C | 11.3
Cc1ccc(/C=c2/sc3n(c2=O)C(c2ccc(C)cc2)C2=C(N=3)c3ccccc3CC2)cc1 (configuration not stated) | 3.2
COc1ccc(C(=O)CSc2nn3c(=O)c(C(C)(C)C)nnc3s2)cc1 | 14.3
O=C(C1CCCN(S(=O)(=O)c2cccc3nsnc23)C1)N1CCN(c2cccc(Cl)c2)CC1 (configuration not stated) | -3.5
Cc1noc(C)c1CC(=O)NC1CCCN(c2nc3ccccc3s2)C1 (configuration not stated) | 9.8
FC(F)(F)CCCn1ccc(-c2cccc(-c3cccnc3)c2)n1 | 7.1
Cc1ccc(-n2c(C)c3c(C)nnc(C)c3c2C)cc1N | 2.4
CCN1CCc2c(sc(-n3cccc3)c2C(C)NC(=O)Nc2cc(Cl)c(OC)cc2OC)C1 (configuration not stated) | 5.8
COC(=O)c1c(NC(=O)/C=C/c2ccc(OC)c(OC)c2)sc2c1CCC(C(C)(C)C)C2 (configuration not stated) | -9.2
COc1cc(CNCc2cc(C)no2)ccc1OCC(O)CN1CCSCC1 (configuration not stated) | 2.4
CCn1c(-c2ccc(OC(=O)c3ccccc3)cc2)csc1=NS(=O)(=O)c1ccccc1 | 0.6
Cc1ncc2c(c1-c1noc(-c3ccc(CN4CCCC4)o3)n1)CCNC2 | -3.6
Cc1cccc(-c2nnc(SCC(=O)Nc3cc(F)ccc3C)n2N)c1 | -6.8
COc1cc(C2C(C(=O)c3cc4ccccc4o3)C(=O)C(=O)N2c2nc3c(C)cc(C)cc3s2)ccc1OCc1ccccc1 (configuration not stated) | 4.3
COc1ccc(-c2c(C(F)(F)F)oc3c(CN4CCCCC4C)c(O)ccc3c2=O)cc1OC (configuration not stated) | -2.8
Cc1cccc(NC(=O)CSc2nc3c(c(=O)[nH]2)CN(Cc2ccc4c(c2)OCO4)CC3)c1C | 5.2
CC(C)c1cc(=O)[nH]c(SCc2ccc(Cl)cc2)n1 | 7.0
CCOC(=O)C1(C(F)(F)F)N=C2C=CC(Cl)=CN2C(c2ccccc2)=N1 (configuration not stated) | -4.0
CN(Cc1n[nH]c2c1CCCC2)C(=O)C1CCC(=O)N(Cc2ccccn2)C1 (configuration not stated) | 7.0
COC(=O)c1ccc(NC(=O)c2ccc(Oc3ccc(C(=O)Nc4ccc(C(=O)OC)cc4)cc3)cc2)cc1 | 5.2
Cc1cccc(NC(=O)NC2(C(F)(F)F)Oc3ccc(Cl)cc3O2)c1C (configuration not stated) | -2.7
COc1ccc(NC(=O)c2noc3c2CCCC3)cc1Cl | -12.1
CCOc1ccccc1NC(=O)Cn1c(=O)n(Cc2ccco2)c(=O)c2cccnc21 | -2.9
CC(C)(CO)NC(=O)C1CC(c2c(F)cccc2Cl)=NO1 (configuration not stated) | -0.4
CCc1ccc(/C=C2\C(=O)NN(c3ccc(C)cc3)C2=O)cc1 | 45.3*
O=C(c1cc2c(s1)CCCCC2)N1CCN(Cc2ccco2)CC1 | 9.5
CCN(CC)C(=O)CSc1nnc2[nH]c(=O)cc(C)n12 | 4.7
COc1cccc(C(=O)Nc2cc(OC)ccc2OC)c1 | 3.4
COc1ccc(Cc2nnc(SCC(=O)Nc3ccc(Br)cc3)n2C)cc1 | -3.5
COc1ccc(OC)c(CC(=O)Nc2cccc3c(=O)[nH][nH]c(=O)c23)c1 | -7.5
Cc1onc(-c2c(F)cccc2Cl)c1C(=O)NC1CCCCC1 | -6.6
CC1CC(=O)c2cn3nc(-c4ccncc4)nc3nc2C1 (configuration not stated) | -3.0
O=C(CC1CC1)N1CCCC(CCc2ccccc2)C1 (configuration not stated) | 0.4
CSc1nc2ccc(S(N)(=O)=O)cc2s1 | -1.7
Cc1ccc2c(c1)c1c3n2CC(=O)N(Cc2ccccc2)C3CCC1 (configuration not stated) | -4.1
COC(=O)C1C(C)=NC(=O)C1(NC(=O)c1ccccc1C)C(F)(F)F (configuration not stated) | -7.6
CCCn1c2c(c(=N)c3c1CCC3)CCCC2 | 2.9
O=C(c1ccc(CSc2nc3ccncc3n2Cc2ccccc2F)cc1)N1CCCCCC1 | -4.1
O=S(=O)(c1ccc(OC(F)(F)F)cc1)N1CCC(n2c(C3CCCO3)nc3cccnc32)CC1 (configuration not stated) | -4.7
CCOc1cc(C(=O)NCCc2csc(-c3ccc(C)cc3)n2)cc(OCC)c1OCC | -2.9
COC(c1ccccc1)c1oc2c(C)c3oc(=O)cc(C)c3cc2c1-c1ccccc1 (configuration not stated) | 6.0
CC(Sc1nnc(COc2cccc3ccccc23)n1-c1ccccc1)C(=O)Nc1nccs1 (configuration not stated) | 6.7
Cc1ccc(C2c3c(n[nH]c3-c3ccc(Br)cc3)OC(=N)C2C#N)o1 (configuration not stated) | 14.5
CCN1CCN(C2(C(=O)NCCc3cnc[nH]3)Cc3ccccc3C2)CC1 | -0.2
O=C(CSCc1nc2cccnc2n1C1CCCCC1)NCc1cccc(Cl)c1 | -4.5
Cn1c(SCc2ccc(Cl)c(Cl)c2)nccc1=O | 8.1
CCCCOC(=O)c1ccc(NC(=O)/C(C#N)=C/c2ccc(C)o2)cc1 | 5.0
CCn1c(CN2CCN(C)CC2)nc2cc(NC(=O)c3cc(OC)c(OC)c(OC)c3)ccc21 | -3.4
O=C(NC(=S)Nc1ccc(I)cc1Cl)c1cccnc1 | -4.3
O=C1CC(NC2CCCCC2)C(=O)N1c1ccc(-c2nc3ccccc3o2)cc1 (configuration not stated) | 0.0
Fc1ccc(C2NC(=S)N=C3c4ccccc4CCC32)cc1 (configuration not stated) | 7.5
FC(F)(F)c1ccc(-c2nnc3sc(-c4cccc(C(F)(F)F)c4)nn23)cc1 | -8.0
CC1(C)CC2CC(C)(CN2C(=O)COc2ccc(Cl)cc2)C1 (configuration not stated) | 2.1
Cc1ccc(CCNC(=O)C2CCCN(Cc3nc(-c4cccc(Cl)c4)oc3C)C2)cc1 (configuration not stated) | -2.7
CCOC(=O)c1cc(S(=O)(=O)NCc2ccc(OC)cc2)[nH]n1 | 2.7
Cc1ccc(Cl)cc1NC(=O)Nc1nnc(N(C)Cc2ccccc2)s1 | -4.3

Next section
canonical_smiles | ROC1-CUL1 inh
O=C(Oc1ccccc1-c1nc2ccccc2o1)c1cc(F)c(Cl)nc1Cl | 1.5
C=CCn1c(SCC(=O)Nc2ccc(OC)cc2)nc2sc(CC)cc2c1=O | 3.0
O=C1OC2(CCCCC2)OC(=O)C1C=Nc1ccc(Cl)cc1C(F)(F)F | -0.4
O=C(CCc1cnccn1)N1CCCC(CCc2ccccc2)C1 (configuration not stated) | 1.7
CC(=O)N(C)C1=C(N2CCCC2)C(=O)c2ccccc2C1=O | -6.0
CC(C)c1cc(-c2nc(-c3ccccc3)no2)n[nH]1 | -0.5
CCc1nnc(SCC(=O)Nc2nnc(C)s2)o1 | -6.1
O=C(N/N=C/c1cccc2ccccc12)c1cc2ccccc2o1 | 8.2
COC(=O)c1c(NC(=O)CN2CCCC2)sc(C(=O)N(C)C)c1C | -1.6
OC(c1ccc(Cl)cc1Cl)c1ccc(Cl)cc1Cl | -11.3
CC(=O)c1ccc(NC(=O)Nc2nnc(N3CCCC(C)C3)s2)cc1 (configuration not stated) | -1.3
COc1cc(CCC(=O)CC(=O)CCc2ccc(O)c(OC)c2)ccc1O | 4.8
Cc1ccc(CNc2ccc(-c3nc(-c4cccnc4)no3)cc2[N+](=O)[O-])cc1 | -0.2
CCOC(=O)c1c(NC(=O)/C=C/c2ccccc2)sc2c1CCCC2 | 1.9
O=C(CN(Cc1ccc(Cl)c(Cl)c1)S(=O)(=O)c1ccc(Cl)cc1)N1CCCC1 | 0.6
Cc1cc(CC2=NC(=O)N(Cc3ccccc3F)C2=O)c(C)n1-c1ccc2c(c1)OCO2 | 2.9
C=CCn1nnc(NC(=O)c2cccc(Br)c2)n1 | -13.9
COc1ccc(CCNC(=O)c2ccc(CS(=O)(=O)c3ccc(C)cc3)o2)cc1OC | -1.7
